TDP1 inh: qHTS Assay for Inhibitors of Tyrosyl-DNA Phosphodiesterase (TDP1). AID 485290, 2010. recombinant TDP1, AlphaScreen DNA substrate cleavage. Potency, µM (doses to about 130 µM), inactives show at the highest dose activity change, negative = inhibition, most hits filed as inhibitors. hit rate 0.28% among 350,000; active = well fitted inhibition curve with a large enough effect; note: nearly all actives have a fitted effect of over 40% in size
Target sequence (Q9NUW8 whole entry, looked up): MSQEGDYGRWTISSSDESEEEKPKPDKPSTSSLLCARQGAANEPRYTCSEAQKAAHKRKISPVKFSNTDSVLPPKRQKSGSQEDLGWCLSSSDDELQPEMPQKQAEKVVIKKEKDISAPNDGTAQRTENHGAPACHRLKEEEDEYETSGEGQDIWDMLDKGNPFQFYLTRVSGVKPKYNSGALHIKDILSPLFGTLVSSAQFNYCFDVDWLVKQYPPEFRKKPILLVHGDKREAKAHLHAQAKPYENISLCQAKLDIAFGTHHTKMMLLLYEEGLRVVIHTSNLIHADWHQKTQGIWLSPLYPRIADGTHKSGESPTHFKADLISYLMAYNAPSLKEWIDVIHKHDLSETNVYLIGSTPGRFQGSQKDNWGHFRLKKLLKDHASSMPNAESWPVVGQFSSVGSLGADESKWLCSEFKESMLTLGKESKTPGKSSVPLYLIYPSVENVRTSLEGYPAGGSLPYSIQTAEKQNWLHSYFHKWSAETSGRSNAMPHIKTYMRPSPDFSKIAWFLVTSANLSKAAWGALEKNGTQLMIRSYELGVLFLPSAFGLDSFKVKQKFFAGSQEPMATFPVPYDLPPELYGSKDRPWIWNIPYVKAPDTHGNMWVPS
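Recombinant human Tdp1 (E. coli-expressed, 1 nM final) preincubated with compounds 15 min at room temperature, then 5'-biotin/3'-phosphotyrosine-FITC DNA substrate (15 nM final) added for 5 min. AlphaScreen beads (10 ug/ml final) added 10 min; cleavage lowers signal.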
The depositor's hits bear a star; & = joins results of further samples; [ ] = dose if it differs, or a comment. % is set by controls: 0 for no effect and ±100 for the full control effect; potency is the fitted concentration of half-maximal effect. Not all compounds are listed (hit frequency here may not be typical).

compound | TDP1 inh
CC(NC(=O)c1ccccc1)c1nc2ccccc2n1Cc1ccccc1F (centres undefined) | 2%
CC1(C)Cc2c(c(N3CCOCC3)nc3sc4c(N5CCOCC5)nnnc4c23)CS1 | 1%
CC1CN(c2c(F)c(N)c3c(=O)c(C(=O)O)cn(C4CC4)c3c2F)CC(C)N1 (centres undefined) | -9%
O=C(COc1cccc2c1CCN(Cc1ccccc1F)C2=O)N1CCOCC1 | 4%
CCn1cnc2c(Nc3ccc(Cc4cccnc4)cc3)nc(C#N)nc21 | 2%
Clc1ccc(-c2nnc3sc(-c4ccccn4)nn23)cc1 | 2%
O=C(NCCCN1CCCC1=O)c1ccc2c(=O)n(-c3ccc(F)cc3)c(=S)[nH]c2c1 | 3%
CC(C)CC(=O)O/N=C1\C(=O)N(Cc2ccc(Cl)cc2)c2ccc([N+](=O)[O-])cc21 | 7%
Cc1ccc(N(C)C)cc1 | -3%
CCc1ccc(NCc2cc3cc4c(cc3n(CC(=O)Nc3ccccc3OC)c2=O)OCCO4)cc1 | 8%
CC1(C)Cc2c(sc3ncn4nnnc4c23)CO1 | 0%
CCc1ccc(NC(=O)C(=O)NCCc2sc(-c3ccc(OC)c(OC)c3)nc2C)cc1 | -1%
N#Cc1ccccc1CN1C(=O)c2ccccc2Sc2ccc(C(=O)OCc3ccco3)cc21 | 3%
Nc1ccc(N2CCN(c3ncc(C(F)(F)F)cc3Cl)CC2)c(C(F)(F)F)c1 | 5%
C[C@]12C=CC(=O)N[C@@H]1CC[C@@H]1C2CC[C@]2(C)C(C(=O)Nc3cc(C(F)(F)F)ccc3C(F)(F)F)CC[C@@H]12 (some centres undefined) | -2%
CO[C@@H]1COC(=O)[C@H](C)NC(=O)[C@@H](C)COC(=O)[C@H](C)NC(=O)C/C=C\[C@H]1C | 2%[21 µM]
N#Cc1ccc(NCCNCC(=O)N2N=CCC2C#N)nc1 (centres undefined) | 12%
NC(N)=N[C@@H](CCC(=O)O)C(=O)O | 4%
Cc1cccc(NC(=S)NC(=O)C2CC2)c1 | 2%
CC(C)COC(=O)COc1cc(Cl)c(Cl)cc1Cl | 50µM*

3 of the entries above in order of their number in TDP1 inh, highest first.
compound | TDP1 inh
Cc1cccc(NC(=S)NC(=O)C2CC2)c1 | 2%
CCc1ccc(NC(=O)C(=O)NCCc2sc(-c3ccc(OC)c(OC)c3)nc2C)cc1 | -1%
C[C@]12C=CC(=O)N[C@@H]1CC[C@@H]1C2CC[C@]2(C)C(C(=O)Nc3cc(C(F)(F)F)ccc3C(F)(F)F)CC[C@@H]12 (some centres undefined) | -2%

(more compounds)
compound | TDP1 inh
S=C(NCCNCc1ccccc1)NC1CCCCC1 | 3%
C=CCN1C(=CCO)[C@H]2C[C@H]3[C@@H]1CC[C@@]31c3ccccc3N3C=C4[C@@H]5N(/C=C/2[C@H]31)c1ccccc1[C@]51CC[C@H]2[C@H]1C[C@@H]4/C(=C/CO)N2CC=C | 4%[56.1 µM]
Cc1cccc(C)c1NC(=O)CSc1nccn1C | 1%
O=C(C1CCN(S(=O)(=O)c2cccc3cccnc23)CC1)N1CC=C(c2ccccc2)CC1 | 5%
CCCCC/C=C\C/C=C\CC1OC1C/C=C\CCCC(=O)O (centres undefined) | 10%&2%
COc1ccc2nc(NC(=O)c3ccc(-c4cccc([N+](=O)[O-])c4)o3)sc2c1 | -1%
O[C@@H]1CCN2Cc3ccccc3N=C12 | 7%
O=[N+]([O-])c1ccc(/C=N/Nc2nc(N3CCOCC3)nc(N3CCOCC3)n2)cc1 | 7%
O=C(O)c1ccc(-c2noc(-c3cccc(Cl)c3)n2)cc1 | -5%
CCCn1c(=O)c2ccccc2n2c(SCC(=O)c3cc(C)n(CC4CCCO4)c3C)nnc12 (centres undefined) | 2%
CCOC(=O)CN(Cc1cc(OC)cc(N(C)C)c1OC)C(=O)C1CC(CO[Si](C)(C)C(C)(C)C)=CN1C(=O)OC(C)(C)C (centres undefined) | 10%
COC(c1ccccc1)C(C)C(OC)C(C)C(OC)C(C)C(C)=O (centres undefined) | 5%[21 µM]
N#C/C(=C/c1ccc(O)c(O)c1)C(=O)OC/C=C/c1ccccc1 | 22%
O=C(CN(c1ccccc1)S(=O)(=O)c1ccccc1)N/N=C/c1ccc(OC2CSC2)cc1 | -3%
CCc1c2c(nc3ccccc13)OC(C)C2 (centres undefined) | 4%
CCCn1c(SCC(=O)N2CCc3ccccc32)nnc1-c1ccncc1 | 6%
CC(=O)NCCCC[C@H](NC(=O)OC(C)(C)C)C(=O)Nc1ccc2c(C(F)(F)F)cc(=O)oc2c1 | 1%
CC(C)[C@@H](OCc1ccccc1)[C@H](C)/C=N\O[C@@H](C)c1cn([C@H](CO)Cc2ccccc2)nn1 | 10%&8%[21 µM]
C=CCNC(=O)N1CCc2nc(COc3ccccc3)c3c(c2C1)CO[C@@H](C)C3 | 8%[12.3 µM]
COc1ccc2c(c1)C(=O)[C@@H](OC(=O)NCCc1ccc(OC)c(OC)c1)[C@H](c1ccc(OC)c(Br)c1)O2 | 10%

Next section (3 carried over from the part before).
compound | TDP1 inh
CC(C)[C@@H](OCc1ccccc1)[C@H](C)/C=N\O[C@@H](C)c1cn([C@H](CO)Cc2ccccc2)nn1 | 10%&8%[21 µM]
C=CCNC(=O)N1CCc2nc(COc3ccccc3)c3c(c2C1)CO[C@@H](C)C3 | 8%[12.3 µM]
COc1ccc2c(c1)C(=O)[C@@H](OC(=O)NCCc1ccc(OC)c(OC)c1)[C@H](c1ccc(OC)c(Br)c1)O2 | 10%
O=C(Cc1ccc(Cl)c(Cl)c1)OCCN1CCCC1 | -11%[56.1 µM]
CCCCCCCCCC(=O)Nc1cccnc1 | -5%
OCC1O[C@H](Oc2ccc(O)cc2)C(O)C(O)C1O (some centres undefined) | 6%
CCCOc1ccc(/C(O)=C2\C(=O)C(=O)N(CCCN(C)C)C23C(=O)N(C)c2ccccc23)cc1 (centres undefined) | -7%
COC(=O)c1ccc(C(NC(=O)OCc2ccccc2)/C(=C/[C@@H](C)C(=O)N(C)Cc2cccnc2)c2cccnc2)cc1 (some centres undefined) | 6%
CC(C)n1cnc2c(NCc3ccccc3)cc(N[C@@H](CO)Cc3ccccc3)cc21 | 7%
COC(=O)/C=C/C(=O)N1CCN(c2cccc(Cl)c2)CC1 | 3%
CCCNC(=O)OC[C@H]1O[C@H](CCO/N=C/[C@@H](NS(=O)(=O)c2ccc(C)cc2)[C@H](C)/C=C/CC(=O)OC)C=C[C@@H]1Oc1ccc(OC)cc1 | 3%
COC(=O)C1=C(C(=O)OC)[C@@H]2N(C)c3ccccc3[C@@]23C[C@@H](C(=O)OC)N(S(=O)(=O)c2ccc(C#N)cc2)C3=N1 | 16%[12.3 µM]
C=C(CC1([C@@H](NP(=O)(c2ccccc2)c2ccccc2)[C@H]2C[C@@H]2CCCC)CC1)c1cccc(OC)c1 | 1%
COc1ccc2c(c1)C(=O)[C@@H](OC(=O)Nc1ccc(C)c(Br)c1)[C@H](c1ccc(OC)c(Br)c1)O2 | 10%
CCOC(=O)C1=CN(C(=O)OC(C)(C)C)C(CN2C(=O)COCC2=O)C1 (centres undefined) | 4%
O=C(NCCC[N+]1=CC=N[C@H]1c1ccccc1)N1CCCc2nc(-c3ccc(Br)cc3)ccc21 | 7%[21 µM]
CCn1c(C)nc2cc(C(=O)n3cc(C(=O)c4cc(F)ccc4O)cn3)ccc21 | 3%
O=C(CNC(=O)c1ccc2ccccc2c1)OC(C(=O)Nc1cc(C(F)(F)F)ccc1Cl)c1ccccc1 (centres undefined) | -13%
Cc1csc(SCC(=O)N(C)CC(=O)Nc2ccc(F)cc2)n1 | -3%
O=C(O)CSc1nnc(-c2ccc(Cl)cc2)n1-c1ccccc1 | 4%
CCn1c(SCC(=O)NCCOC)nc2sc(C)c(C)c2c1=O | 2%
Cc1nn(-c2ccc(F)cc2)c(-n2cccc2)c1C(=O)N1CCN(c2ccccc2)CC1 | 3%
CCCn1c(=N)c(C#N)cc2c(=O)n3cccc(C)c3nc21 | 0%
CCNc1nc(NC(C)C)nc(ON=C(C)C)n1 | 3%
Nc1nc(SCC(=O)NC2CCCC2)[nH]c(=O)c1-c1ccccc1 | -2%
CCCCC1=CC2=C(c3ccco3)C(=O)C(C)(OC(=O)c3ccc(OC)cc3)C(=O)C2=CN1CCc1c[nH]c2ccccc12 (centres undefined) | 6%[12.3 µM]
C=C(C)C(=O)c1ccc2c(c1)OCO2 | 3%
COc1ccc(C2CC(=O)C(C=NCCN3CCN(C(C)=O)CC3)=C(O)C2)cc1OC (centres undefined) | 0%
COC(=O)[C@@H]1CC[C@H](C)[C@@H](c2ccc(C)cc2)N1C(=O)c1ccc(/C=N/OC[C@@H](O)COCc2ccco2)cc1 | 5%
COc1cc(OC)cc(N2C(=O)CSC23C(=O)Nc2ccccc23)c1 (centres undefined) | 11%
COC(=O)C/C=C\[C@@H](C)[C@@H](/C=N\OCC[C@@H]1C=C[C@H](OC(C)=O)[C@H](COC(C)=O)O1)OC | 6%[21 µM]
CCCCC[C@H](O)/C=C/[C@@H]1[C@@H](CC(=O)CCC(=O)O)[C@@H](O)C[C@H]1O | 7%
C=CC[C@@H]1C=C[C@@H](O/N=C\c2ccc(C(=O)N3[C@H](c4ccc(C)cc4)[C@@H](C)CC[C@H]3C(=O)OC)cc2)[C@@H](CO)O1 | 9%[21 µM]

Other compounds
Molecule | TDP1 inh
Cc1ccc(S(=O)(=O)c2ccccc2)cc1S | 5%
COc1ccc(CN=Nc2cc(C)nc(NS(=O)(=O)c3ccccc3Cl)n2)cc1 | 5%
c1ccc2oc(-c3ccc(Nc4nc(N5CCCC5)nc(N5CCOCC5)n4)cc3)nc2c1 | -4%
CCN1C(C)=C(C(=O)OC)C(c2ccccc2)N2C(=O)[C@](O)(C(=O)OC)C(c3ccccc3)C(C(C)=O)=C12 (some centres undefined) | 6%[21 µM]
Cn1c2ccccc2c2nnc(SCN3C(=O)c4ccccc4C3=O)nc21 | 1%
COc1ccc(C2=NC(c3ccccc3)CO2)cc1 (centres undefined) | 0%
CCCN1C(=O)c2cc(C(=O)NCc3cccs3)ccc2C1O (centres undefined) | 3%
CC(O)C(O)[C@H]1CNc2nc(N)[nH]c(=O)c2N1 (some centres undefined) | 6%
COC(=O)C1=C(C(=O)OC)[C@@H]2N(C)c3ccccc3[C@@]23C[C@@H](C(=O)OC)N(S(=O)(=O)c2ccc(C(F)(F)F)cc2)C3=N1 | 12%[12.3 µM]
O=C(O)[C@H]1NCCC[C@H]1C(=O)O | 6%[56.1 µM]
CC1CN(C(=O)/C(C#N)=C2\N=C(NC(=O)c3ccccc3Cl)c3ccccc32)CC(C)O1 (centres undefined) | 5%
CC(=O)CC(=O)[C@@]1(O)CC[C@@H]2[C@@H]3C=C(C)C4=CC(=O)CC[C@@H]4[C@H]3CC[C@]21C | 7%[21 µM]
CN1CCN(CC(=O)Nc2ccc(OCc3ccccc3)cc2)CC1 | 4%
COc1cc(C2CC(=O)Oc3cc(C)c(Cl)cc32)cc(OC)c1OC (centres undefined) | 5%
CCOC(=O)O[C@]1(C(=O)COC(=O)CC)CC[C@@H]2[C@@H]3CCC4=CC(=O)C=C[C@@]4(C)[C@H]3[C@H](O)C[C@]21C | 13%[21 µM]
CCC(O)OC(O)CC (centres undefined) | 5%&14%
Cc1ccc(-n2c(C)c3c(C)nnc(C)c3c2C)cc1 | 4%
CC(C)CN1CCC(=O)N(C(CSc2ccc(Br)cc2)Cc2ccccc2)CC1 (centres undefined) | -3%
CNC1C(O)C(OC2C(NC(=O)C(O)CN)CC(N)C(OC3OC(CN)C(O)C(O)C3O)C2O)OCC1(C)O (centres undefined) | 6%
COc1ccc(C2CC(=O)c3c(C)nc(N4CCN(C=O)CC4)nc3C2)c(OC)c1 (centres undefined) | 6%
CCOC(c1cc(OC)cc([N+](=O)[O-])c1OC)C(C)C(OC)[C@@H](C)/C=C/CC(=O)OC (some centres undefined) | 1%[21 µM]
COc1ccc(NC(=O)C(OC(=O)CNC(=O)c2ccccc2)c2ccccc2)c(C)c1 (centres undefined) | 0%
CCCNC(=O)OC[C@@H]1O[C@H](c2ccccc2)C=C[C@@H]1Oc1ccc(OC)cc1 | 8%[21 µM]
O=C1C(Cl)=C(NCCN2CCOCC2)C(=O)c2ncccc21 | 5%&2%
CC(C)c1ccccc1S(=O)(=O)c1cc(N)c2ncccc2c1[N+](=O)[O-] | 13%
CC1(C)CC2(CC(c3ccccc3)Oc3cc(O)ccc32)NC(=O)N1 (centres undefined) | -5%
CCN(CC)CCCCn1c(-c2ccccc2)nc2c(Nc3ccccc3)nc(C)nc21 | 7%
Cc1ccc2nc3n(c(=O)c2c1)-c1cc(Cl)ccc1C(=O)NC3Cc1ccc(O)cc1 (centres undefined) | 1%
O=C(Nc1cccc(C(F)(F)F)c1)c1cc(S(=O)(=O)N2CCCC2)c[nH]1 | 5%
O=C1NC(Cc2ccccc2)c2nc3cc(F)ccc3c(=O)n2-c2ccccc21 (centres undefined) | 0%
Cc1cccc(N/N=C(\C=N\N)C(=O)c2ccc(Br)cc2)c1 | 6%
Cc1ccc(S(=O)(=O)c2c(Nc3cccc(Cl)c3)sc(C(=O)c3ccc4c(c3)OCO4)c2N)cc1 | 1%
CCOc1cc(CNc2ccccc2SC)ccc1O | 11%
O=C(O)[C@@H]1CSC2(CCSC2)N1 (some centres undefined) | -2%
Cc1ccc(C2CC(=O)Oc3c(C(C)C)ccc(C)c32)cc1 (centres undefined) | -8%
CCC/C=C(\CCC)C(NC(=O)c1ccc(-c2ccccc2)cc1)c1ccc(C(=O)OC)cc1 (centres undefined) | -6%
CC(C)Cn1c(N)c(C(=O)CSc2cc(Cl)ccc2Cl)c(=O)n(C)c1=O | 3%
C=C(C)C1CC=C(C)C(OC(C)=O)C1 (centres undefined) | 8%

Bioassay records: PubChem BioAssay, National Center for Advancing Translational Sciences (NCATS)
